TrxR1 substrate – is turned over as a substrate by rat TrxR1 | actives 0.01% (n = 390,000) | purified TrxR1 substrate turnover, NADPH consumption readout | Potency, µM (highest dose often 114 µM), without a hit: top-dose activity change, negative = substrate turnover | O89049; note: potency is the fitted concentration of half-maximal effect; % is set by controls: 0 for no effect and ±100 for the full control effect; nearly all actives have a fitted effect of over 50% in size
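Rat TrxR1, dispensed at 90 nM, was prereduced with 400 uM NADPH (final) for 5 min at ~22 deg C, then incubated with compound 15 min before 400 uM selenite. A first-read NADPH fluorescence drop versus no-compound background flagged substrates.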
rTrxR1 inhibitor – blocks rat thioredoxin reductase 1; O89049; Potency, µM (highest dose often 114 µM), without a hit: at the top dose activity change, negative = inhibition, actives largely listed as inhibitors; actives 1% (n = 390,000); recombinant rTrxR1, NADPH fluorescence consumption, selenite substrate; note: potency is the fitted concentration of half-maximal effect; % is set by controls: 0 for no effect and ±100 for the full control effect; nearly all actives have a fitted effect of over 65% in size
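Rat TrxR1 (90 nM in the dispensed reagent) was pre-reduced with 400 uM NADPH for 5 min at room temperature, then incubated with compound for 15 min. After 400 uM selenite was added, NADPH fluorescence (Ex 340/Em 450 nm) was followed for 8 min.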
IDH1 R132H inh – human IDH1 R132H inhibition; Potency, µM (series often up to 76.6 µM), for the others: at the highest dose activity change, negative = inhibition, usual class: inhibitors; O75874; actives 0.093% (n = 390,000); IDH1-R132H enzyme, NADPH consumption, diaphorase/resazurin fluorescence; note: potency is the fitted concentration of half-maximal effect; % is set by controls: 0 for no effect and ±100 for the full control effect; nearly all actives have a fitted effect of over 65% in size
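IDH1-R132H (0.5 ug/mL dispensed) in pH 7.5 Tris buffer was preincubated 30 min with compound, then given a substrate mix of 0.016 mM NADPH and 2 mM alpha-KG for 80 min at room temperature; remaining NADPH was read by diaphorase/resazurin fluorescence.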
D2 antagonist – antagonists of human D2 dopamine receptor. actives 2% (n = 340,000). HEK293 TREx D2 cells, calcium flux, dopamine EC80. AID 485344. P14416. inhibition, % at 10 µM; in the data active = inhibition above about 30%; note: 0% is about no effect
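Read-out: kinetic calcium fluorescence (1 cycle/s) in inducible HEK293 T-REx D2 cells after an EC80 dopamine addition that followed 180 s compound preincubation. Loss of the dopamine response indicates antagonism.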
TRHR agonist – agonists of human TRH receptor | P34981 | TRHR cells, calcium flux fluo-8, FDSS agonist mode | activation, % at 2 µM | actives 0.18% (n = 360,000); in the data active = activation above about 30%; note: 0% is about no effect
Target sequence (P34981 whole entry, looked up): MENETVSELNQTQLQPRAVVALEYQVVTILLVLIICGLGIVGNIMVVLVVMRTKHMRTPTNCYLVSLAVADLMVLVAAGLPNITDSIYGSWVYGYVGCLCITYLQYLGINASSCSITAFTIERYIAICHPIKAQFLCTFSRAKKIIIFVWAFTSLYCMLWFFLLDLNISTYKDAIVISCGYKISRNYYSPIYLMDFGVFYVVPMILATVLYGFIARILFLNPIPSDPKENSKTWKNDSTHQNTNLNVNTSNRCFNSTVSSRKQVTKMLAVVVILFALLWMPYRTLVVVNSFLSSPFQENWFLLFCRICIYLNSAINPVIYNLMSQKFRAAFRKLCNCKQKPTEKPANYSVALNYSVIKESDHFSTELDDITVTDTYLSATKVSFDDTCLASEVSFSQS
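Agonist-mode FDSS calcium read (Ex 480/Em 530, 1 s cycles) in 1536-well TRHR cells with fluo-8 dye, after 10-cycle baseline and 23 nL compound addition; TRH at EC20 (10 nM final) added afterwards for the enhancer phase.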
PI4K2A block – PI4K2A (human) kinase inhibition; purified PI4K2A, ADP-Glo luminescence, 1 h; hits give low values; activity change, negative = inhibition, % at 76.9 µM; actives 0.13% (n = 420,000); in the data active = activity change below about -50%; inconclusive = mostly about -30% to -49%;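 note: -100% = wells without enzyme as full effect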
Target sequence (Q9BTU6 whole entry, looked up): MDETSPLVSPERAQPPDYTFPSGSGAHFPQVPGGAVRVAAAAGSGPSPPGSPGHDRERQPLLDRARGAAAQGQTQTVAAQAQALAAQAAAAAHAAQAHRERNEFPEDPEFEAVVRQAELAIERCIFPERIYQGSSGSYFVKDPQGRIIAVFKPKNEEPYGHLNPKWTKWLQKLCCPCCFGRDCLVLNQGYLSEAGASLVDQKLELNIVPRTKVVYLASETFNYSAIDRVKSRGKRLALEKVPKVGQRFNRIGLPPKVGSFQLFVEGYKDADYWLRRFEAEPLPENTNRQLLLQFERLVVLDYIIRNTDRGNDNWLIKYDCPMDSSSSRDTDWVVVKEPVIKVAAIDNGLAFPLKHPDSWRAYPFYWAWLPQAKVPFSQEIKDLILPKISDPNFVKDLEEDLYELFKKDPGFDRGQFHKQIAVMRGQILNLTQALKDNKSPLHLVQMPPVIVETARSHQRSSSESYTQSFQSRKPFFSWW
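Compounds are screened against recombinant PI4K2A using PI as substrate and ATP, the latter dispensed at 300 microM. Reactions run one hour at ambient temperature before ADP-Glo detection; full inhibition defined by wells lacking enzyme.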
USP1 inh – inhibitors of human USP1/UAF1 deubiquitinase. AID 743255. O94782. recombinant USP1/UAF1, Ub-Rhodamine cleavage fluorescence. Potency, µM (titrated, usually from 57.1 µM), inactives show at the top dose activity change, negative = inhibition, most hits filed as inhibitors. actives 0.23% (n = 390,000); note: potency is the fitted concentration of half-maximal effect; % is set by controls: 0 for no effect and ±100 for the full control effect; nearly all actives have a fitted effect of over 60% in size; inactives centre near -12
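High-throughput fluorogenic screen: 1nM USP1/UAF1 complex, Ub-Rho substrate 150nM final, 50mM HEPES pH 7.8 with 0.5mM EDTA, 0.1 mg/ml BSA, 1mM TCEP and 0.01% Tween-20.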
D2 ag – activates the human D2 dopamine receptor | P14416 | HEK293 T-REx D2 cells, calcium flux agonist mode | activation, % at 2 µM | actives 0.53% (n = 340,000);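 active = activation over 3 SD above normal in the single-dose calcium agonist read, cut at about 30% in these data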; note: 0% is about no effect
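Agonism scored from kinetic calcium signal (1 read/sec, 180 s) following compound pin transfer, after a 10 s baseline. Cells: HEK293 Trex line expressing inducible D2 receptor coupled to calcium, dye-loaded after overnight culture at 30 C.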
TRHR enhancer – TRH receptor (human) allosteric enhancement; TRHR cells, fluo-8 calcium fluorescence, EC20 TRH enhancement; P34981; enhancement, % at 2 µM; AID 493056; actives 0.66% (n = 360,000); in the data active = enhancement above about 30%; note: 0% is about no effect
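Enhancer read-out: after compound pinning and an initial kinetic agonist-mode read, an EC20 of TRH (10 nM final) was injected and fluo-8 calcium signal (Ex 480/Em 530) followed at 1 s/cycle for 100 cycles in TRHR-expressing cells.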
Starred values were filed as active, the others as inactive; ? = inconclusive; / = not tested or not shown; [ ] = another dose, or the depositor's remark. Unless noted, calls come from the whole dose curve; as a rule, active = well fitted inhibition curve with a large enough effect; inconclusive = small, poorly fitted or top-dose-only effect; inactive = no such curve, though single readings can be large or run the other way.

molecule | TrxR1 substrate | TRHR agonist | D2 ag | TRHR enhancer | IDH1 R132H inh | USP1 inh | PI4K2A block | D2 antagonist | rTrxR1 inhibitor
CN1C2C=C(N(C(=O)c3ccc(Cl)cc3)c3ccccc3)CC1CC2 (stereo unspecified) | 10%[57.1 µM] | 0.3 | 0.6 | -3 | 2% | 0% | -8 | 8 | 14%[57.1 µM]
O=c1oc2ccccc2c(O)c1C(c1ccc([N+](=O)[O-])cc1)c1c(O)c2ccccc2oc1=O | -12% | 1.2 | 1.0 | -2 | ? | ? | -5 | 4 | -22%
Cc1ccccc1N1C(=O)CC(=O)N(c2ccccc2C)C1=O | -7%[11.4 µM] | 0.6 | 0.3 | 5 | 7% | -13% | -5 | -9 | -32%
Cc1ccc2cc(C=C(C#N)C#N)c(Cl)nc2c1 | -3% | 6.0 | 3.4 | 0 | 1% | 8% | 22 | -5 | 25µM*
CN1CCC2(O)OCCCC2C1 (stereo unspecified) | -1% | 1.9 | 0.9 | 9 | -4% | -14% | 2 | 19 | 8%
CCOC(=O)C1C(=O)N(C)C2(C)CC1c1cc(OC)ccc1O2 (stereo unspecified) | -13% | 0.9 | -0.2 | -6 | 6% | 0% | 1 | -7 | -16%
CC(CN1CCOCC1)C(C#N)(c1ccccc1)c1ccccc1 (stereo unspecified) | 7% | / | / | / | 10% | -5% | -13 | / | 10%[57.1 µM]
Cc1cccc(-n2c(/C=C/c3ccccn3)nc3ccccc3c2=O)c1 | 25% | 0.4 | -1.6 | 2 | -2% | -27% | 4 | 1 | 21%
O=C1NC(=O)C(=Cc2ccccc2Oc2ccc(F)cc2)C(=O)N1 | -4%[57.1 µM] | 0.0 | -0.4 | -12 | 2% | -19% | ? | 12 | 13µM*
O=C(NCC(c1cccnc1)N1CCN(c2ccccc2)CC1)Oc1ccccc1 (stereo unspecified) | 7% | -0.2 | 0.2 | 1 | 0% | 1% | 1 | -6 | 25%
CCN(CC)S(=O)(=O)c1ccc(NN=C(C#N)C#N)cc1 | -11% | 0.6 | 0.2 | -3 | -30% | -8% | -10 | -1 | ?
CCN(CC)c1ccc(/C=C2/C(=O)NC(=O)N(Cc3ccco3)C2=O)cc1 | -7% | -0.1 | -0.2 | -7 | -2% | -15% | ? | 1 | 35µM*
COC(=O)OCC12CCC(O1)C1(C)C(=O)OCC21 (stereo unspecified) | 1% | 0.1 | -1.2 | -4 | 0% | -14% | -3 | 6 | 9%
O=P(C(Cl)Cl)(N1CCCCC1)N1CCCCC1 | -4% | 0.3 | 1.4 | 3 | -2% | -9% | 1 | 21 | -5%
CCOc1ccc(C(C)=O)cc1Cn1ccsc1=N | 9%[57.1 µM] | 0.3 | -0.4 | 5 | 2% | 0% | 1 | -11 | 10%
O=[N+]([O-])c1ccc(N2CCNCC2)cc1N1CCCCCC1 | 2% | 2.3 | -0.2 | 2 | -2% | -15% | 12 | -13 | 6%
O=C(Nc1ccc2c(c1)OCCO2)c1cccn(Cc2ccccc2)c1=O | 0%[57.1 µM] | 0.4 | 1.1 | 2 | 8% | ? | -3 | / | 6%[57.1 µM]
ClCCOCCCl | -1% | 0.1 | 0.8 | 0 | 24% | 10% | 4 | 5 | 18%
O=C1NC(=O)N(Cc2ccccc2)C(=O)/C1=C\C=C\c1ccco1 | -6%[57.1 µM] | 9.2 | 2.7 | -10 | ? | -5% | -23 | 12 | ?
Cc1cc(OC(=O)N(C)C)nc(-c2ccc(C)c(Cl)c2)n1 | -12% | -0.3 | 2.1 | -1 | -5% | 3% | 1 | -4 | 16%[57.1 µM]
COC(=O)C1=C(c2ccc3ccccc3c2)C[C@@H]2CC[C@H]1N2C(=O)N1CCOCC1 | 1% | -0.6 | / | 0 | 0% | -5% | -6 | / | 12%
COC(=O)C[C@]1(C(=O)OC)CN(C#N)N(c2ccc(Cl)cc2)C12c1ccccc1-c1ccccc12 | 4%[11.4 µM] | 0.4 | -0.4 | 5 | -7% | -5% | -5 | -9 | -25%[11.4 µM]
CCC1C(c2ccccc2)NC(c2ccccc2)CC1(O)c1ccc(F)cc1 (stereo unspecified) | -8% | 0.5 | 0.4 | 6 | 1% | -12% | 6 | 6 | 22%
Nc1c2c(nc3sc4c(c13)CCCCC4)CCCC2 | -8% | -1.7 | -1.8 | 3 | 9% | -21% | 0 | -9 | -10%
CCOC(=O)C1CCN(/C=C2/C(=O)NC(=O)N(c3ccc(OCC)cc3)C2=O)CC1 | 11% | 0.0 | 0.3 | 2 | -3% | -16% | -5 | 14 | 0%
CC(CC(C#N)(c1ccccc1)c1ccccc1)N1CCCCC1 (stereo unspecified) | 1% | / | / | / | 4% | -30% | -2 | / | 12%
COc1ccc([C@@H](O)[C@@H](N)c2ccccc2)cc1 | 6% | / | / | / | 0% | -12% | 0 | / | 29%[57.1 µM]
Cc1ccc(-c2cc(C(=O)N3CCC4(CC3)OCCO4)no2)cc1 | 4%[57.1 µM] | -0.2 | 0.4 | 10 | 8% | 0% | 3 | -12 | 0%[57.1 µM]
C=CCCC1(C(C)C)C(=O)NC(=S)NC1=O | 12%[57.1 µM] | / | / | / | -1% | 0% | 1 | / | 22%[11.4 µM]
Cc1ccsc1C(=O)C1CCCN(Cc2ccc(O)cc2)C1 (stereo unspecified) | 9% | 0.5 | 0.6 | 3 | -1% | 1% | -17 | -2 | -8%[57.1 µM]
ClCCN(CCCl)c1ccc(-n2cnc3c(Cl)ncnc32)cc1 | 4% | / | / | / | -2% | ? | -10 | / | 20%
CNC(=S)N(C)CCc1cc2c(c(OC)c1C=C1C(=O)NC(=O)NC1=O)OCO2 | -11% | -0.3 | 18 | 3 | -8% | -26% | 2 | -8 | -29%
NC1=NC(=O)C(c2ccccc2)O1 (stereo unspecified) | / | 0.2 | 1.2 | 9 | / | / | -1 | -11 | /
COC(=O)C1=C(c2ccc(F)cc2OCc2ccccc2)C[C@@H]2CC[C@H]1N2C(=O)NCc1ccc(OC)c(OC)c1 | -2% | -0.8 | -0.7 | -6 | 3% | 10% | -8 | -2 | 18%
C[C@]12CCC(=O)C=C1CCC1C2CC[C@@]2(C)C1CC[C@@]2(O)CC#N (stereo partly specified) | -4% | 0.4 | 0.8 | 1 | 6% | -14% | 11 | 15 | 11%
COc1ccc(CCN(C)Cc2ccc(F)cc2F)cc1OC | 10% | -1.2 | 0.4 | 2 | 8% | -11% | 3 | -14 | 24%

7 consecutive compounds from above, for reference:
molecule | TrxR1 substrate | TRHR agonist | D2 ag | TRHR enhancer | IDH1 R132H inh | USP1 inh | PI4K2A block | D2 antagonist | rTrxR1 inhibitor
C=CCCC1(C(C)C)C(=O)NC(=S)NC1=O | 12%[57.1 µM] | / | / | / | -1% | 0% | 1 | / | 22%[11.4 µM]
Cc1ccsc1C(=O)C1CCCN(Cc2ccc(O)cc2)C1 (stereo unspecified) | 9% | 0.5 | 0.6 | 3 | -1% | 1% | -17 | -2 | -8%[57.1 µM]
ClCCN(CCCl)c1ccc(-n2cnc3c(Cl)ncnc32)cc1 | 4% | / | / | / | -2% | ? | -10 | / | 20%
CNC(=S)N(C)CCc1cc2c(c(OC)c1C=C1C(=O)NC(=O)NC1=O)OCO2 | -11% | -0.3 | 18 | 3 | -8% | -26% | 2 | -8 | -29%
NC1=NC(=O)C(c2ccccc2)O1 (stereo unspecified) | / | 0.2 | 1.2 | 9 | / | / | -1 | -11 | /
COC(=O)C1=C(c2ccc(F)cc2OCc2ccccc2)C[C@@H]2CC[C@H]1N2C(=O)NCc1ccc(OC)c(OC)c1 | -2% | -0.8 | -0.7 | -6 | 3% | 10% | -8 | -2 | 18%
C[C@]12CCC(=O)C=C1CCC1C2CC[C@@]2(C)C1CC[C@@]2(O)CC#N (stereo partly specified) | -4% | 0.4 | 0.8 | 1 | 6% | -14% | 11 | 15 | 11%

Next part
molecule | TrxR1 substrate | TRHR agonist | D2 ag | TRHR enhancer | IDH1 R132H inh | USP1 inh | PI4K2A block | D2 antagonist | rTrxR1 inhibitor
Cc1cccc(-n2c(O)c(C=NCc3cccnc3)c(=O)[nH]c2=O)c1C | -3% | 0.3 | -0.3 | 16 | 9% | -20% | -14 | 2 | 3%
O=c1[nH]c(N2CCN(Cc3ccc4c(c3)OCO4)CC2)nc2c1CCC2 | 0%[57.1 µM] | -0.5 | 0.1 | 12 | -2% | -3% | -4 | -21 | 3%[57.1 µM]
CN1CC=C2C(C#N)=C(N)C(C#N)(C#N)C(c3ccncc3)C2C1 (stereo unspecified) | 77% | 27 | 7.6 | 9 | -2% | -23% | -7 | 0 | 5%[57.1 µM]
CCN1CCN(Cc2ccccc2C)CC1 | -1% | 0.1 | 0.2 | -6 | 3% | -16% | -6 | 12 | 13%
CC/C=C/CC(=O)N[C@@H](c1ccccc1)[C@@H](O)C(=O)O[C@H]1C[C@@]2(O)[C@@H](OC(=O)c3ccccc3)C3[C@](C)(C(=O)[C@H](OC(C)=O)C(=C1C)C2(C)C)[C@@H](O)C[C@H]1OC[C@@]31OC(C)=O (stereo partly specified) | 6%[57.1 µM] | 1.0 | 0.1 | -5 | -5% | -16% | 3 | 12 | 8%[57.1 µM]
CC(=O)OC1(c2ccccc2)CCN(C)C2CCCCC21 (stereo unspecified) | 13% | 1.7 | -1.6 | 0 | 0% | 7% | 1 | -12 | 17%
CCN(CC)Cc1c[nH]c2ccccc12 | 18%[57.1 µM] | -2.0 | 0.5 | 4 | -3% | -16% | 6 | -16 | 13%[57.1 µM]
CCC(CC)NC1CCCCC1OC (stereo unspecified) | 4%[57.1 µM] | 0.8 | 0.0 | 0 | 4% | -9% | 3 | 0 | 20%[57.1 µM]

Compound activity from PubChem BioAssay.

An excerpt; rates above refer to the full screens.
